Bioassay records from PubChem.
GLP1R cytotox: cytotoxicity counter-screen for GLP-1 receptor inverse agonists; HEK293 cAMP-luciferase reporter cells, luminescence, 24 h; Potency, µM (series often up to 38.3 µM), for the others: at the top dose activity change, negative = inhibition, usual class: inhibitors; actives 0.13% (n = 410,000); AID 624418;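 note: loss of luciferase light is scored as toxicity; potency is the fitted concentration of half-maximal effect; % is set by controls: 0 for no effect and ±100 for the full control effect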
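Step one: seed cells (200 cells/uL, DMEM with 10% Nu serum, 1% pen-strep). Step two: 12-hour incubation at 37 deg C. Step three: pin 23 nL compound, incubate 24 hr. Step four: add luciferase reagent, read luminescence 12 min later.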
PTHR1 ag: PTHR1 (human) receptor agonism | Potency, µM (highest dose often 115 µM), for the others: top-dose activation, hits mostly activators | HEK293 GP2 PTHR1 cells, GloSensor cAMP luminescence, 1 h | actives 0.075% (n = 410,000); note: potency is the fitted concentration of half-maximal effect; nearly all actives have a fitted effect of over 55% in size; some results filed as inactive show a strong effect at the top dose; inactives centre near -15; many of its hits are not listed in these tables
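HEK-293-derived GP2 cells expressing PTHR1 and a GloSensor cAMP reporter, 3,000/well, plated overnight, given luciferin plus IBMX (each 0.5 mM as added) for 1 h at 37 °C, then compound for 1 h at 37 °C. Luminescence was read after 15 min at room temperature.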
PI5P4Ka inh: blocks human PI5P4K alpha kinase activity. P48426. AID 652105. max response, %. actives 1.2% (n = 330,000). PI5P4Kalpha enzyme, ADP-Glo luminescence, 60 min; active compounds read low; active = max response of -50% or lower; inconclusive = between -30% and -50%; inactive = -30% or higher; note: value at the top dose of about 77 µM; % is set by controls: 0 for no effect and ±100 for the full control effect
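Luminescence from ADP-Glo served as readout of PI5P4Kalpha activity in a qHTS format. Reaction: enzyme, substrate, compound, ATP at 5 microM final, 60 min at RT.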
EPAC1 antag: antagonists of human EPAC1; EPAC1 GEF assay, Rap1b-BODIPY-GDP exchange fluorescence; Potency, µM (series often up to 115 µM), inactives show at the highest dose activity change, negative = inhibition, hits mostly inhibitors; actives 0.14% (n = 360,000); AID 720709;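 note: potency is the fitted concentration of half-maximal effect; plate controls were vehicle for no effect and positive control for full effect; nearly all actives have a fitted effect of over 50% in size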
PLK1 PBD inh: inhibitors of human PLK1 polo-box domain binding. P53350. Plk1 PBD binding of FITC phosphopeptide, fluorescence polarization. Potency, µM, for the others: max response, negative = inhibition, hits mostly inhibitors. actives 2.8% (n = 360,000). AID 720504; note: potency is the fitted concentration of half-maximal effect; series mostly up to about 57 µM; % is set by controls: 0 for no effect and ±100 for the full control effect; nearly all actives have a fitted effect of over 65% in size
Target sequence (P53350 whole entry, looked up, the tested form may be a part): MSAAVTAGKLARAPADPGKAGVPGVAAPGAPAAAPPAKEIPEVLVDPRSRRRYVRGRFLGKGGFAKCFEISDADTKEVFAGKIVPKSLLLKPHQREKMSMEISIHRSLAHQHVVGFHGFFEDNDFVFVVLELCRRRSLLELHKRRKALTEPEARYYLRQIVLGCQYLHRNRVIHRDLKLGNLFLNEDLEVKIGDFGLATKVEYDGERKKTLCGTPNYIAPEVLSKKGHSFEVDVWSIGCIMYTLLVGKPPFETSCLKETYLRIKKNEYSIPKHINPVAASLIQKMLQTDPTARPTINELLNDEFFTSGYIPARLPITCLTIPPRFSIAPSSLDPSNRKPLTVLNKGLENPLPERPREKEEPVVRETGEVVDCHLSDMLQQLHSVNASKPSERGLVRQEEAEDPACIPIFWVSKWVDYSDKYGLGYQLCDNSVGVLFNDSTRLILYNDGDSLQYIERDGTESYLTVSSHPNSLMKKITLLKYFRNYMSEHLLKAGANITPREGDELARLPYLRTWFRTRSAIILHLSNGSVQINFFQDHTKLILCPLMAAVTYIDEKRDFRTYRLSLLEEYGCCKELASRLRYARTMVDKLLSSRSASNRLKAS
IL-2 act: activators of IL-2; IL-2 activation reporter assay, cell-based qHTS; stimulated with anti-CD3/CD4/CD28 beads; in transgenic mouse T cells; activation, % (series mostly up to about 46 µM); actives 0.065% (n = 360,000); AID 652025; in the data active = activation above about 50%; inconclusive = mostly about 30% to 49%; note: 0% is about no effect
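Unstimulated transgenic mouse T cells; 60-min compound exposure; bead-based TCR/CD4/CD28 stimulation; 18 h culture, 37 degrees C; dual fluorescence (EGFP, DsRed) plate cytometry.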
EPAC1 ag: agonists of human EPAC1; EPAC1 agonist qHTS, biochemical assay; response scale: 100% = response to 6.5 mM cAMP; O95398; Potency, µM (doses to about 154 µM), for inactives: at the highest dose activation, usual class: activators; actives 0.073% (n = 360,000); note: potency is the fitted concentration of half-maximal effect; nearly all actives have a fitted effect of over 60% in size
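Read-out is the fluorescence drop as BODIPY-GDP leaves Rap1B (480 nm excitation, 540 nm emission), recorded every 5 minutes over 30 minutes. Reactions held 100 nM EPAC1, 250 nM Rap1B–BODIPY-GDP and 50 uM GDP, with 6.5 mM cAMP setting full activation.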
GLP-1R inv ag: inverse agonists of human GLP-1 receptor. HEK293 GLP-1R CRE-luciferase, luminescence, 24 h; GLP-1R form is constitutively active. Potency, µM (series often up to 38.3 µM), for inactives: top-dose activity change, negative = inhibition, hits mostly inhibitors. actives 1.6% (n = 410,000); note: potency is the fitted concentration of half-maximal effect; % is set by controls: 0 for no effect and ±100 for the full control effect; nearly all actives have a fitted effect of over 55% in size
Target sequence (P43220 whole entry, looked up): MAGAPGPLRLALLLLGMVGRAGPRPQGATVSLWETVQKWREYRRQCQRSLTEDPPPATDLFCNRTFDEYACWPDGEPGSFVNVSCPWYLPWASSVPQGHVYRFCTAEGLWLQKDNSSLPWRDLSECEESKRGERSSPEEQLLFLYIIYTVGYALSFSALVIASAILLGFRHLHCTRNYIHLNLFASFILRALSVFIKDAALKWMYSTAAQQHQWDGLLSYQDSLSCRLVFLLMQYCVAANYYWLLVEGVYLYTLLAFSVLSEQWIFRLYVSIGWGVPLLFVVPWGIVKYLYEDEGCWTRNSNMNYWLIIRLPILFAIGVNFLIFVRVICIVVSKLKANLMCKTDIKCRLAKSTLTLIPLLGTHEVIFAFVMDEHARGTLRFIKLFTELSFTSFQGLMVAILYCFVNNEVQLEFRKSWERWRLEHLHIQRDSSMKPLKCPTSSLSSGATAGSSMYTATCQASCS
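Readout was luciferase luminescence, measured 12 min after detection reagent at room temperature. Beforehand, GLP-1R reporter HEK293 cells had sat 12 h, then received compounds for 24 hr at 37 deg C.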
GLP1R ag: agonists of human GLP-1 receptor. P43220. HEK293 GLP-1R CRE-luciferase, luminescence, 4-6 h; cells express a hypersensitive GLP-1R form. Potency, µM (titrated, usually from 45.6 µM), for inactives: at the highest dose activation, actives largely listed as activators. actives 0.007% (n = 380,000); note: potency is the fitted concentration of half-maximal effect; % of control where 0% means no effect
An asterisk follows results filed as active; i = inactive; u = inconclusive; x = no result given; & = joins results of further samples; [ ] = another dose, or the depositor's remark. Unless noted, calls come from the whole dose curve; as a rule, active = well fitted curve in the direction sought with a large enough effect; inconclusive = small, poorly fitted or top-dose-only effect, or another doubt; inactive = no such curve, though single readings can be large; an effect the other way counts as inactive or inconclusive. This is a subset. The share of hits here may be higher or lower than overall.

Structure,GLP-1R inv ag,PTHR1 ag,GLP1R ag,PLK1 PBD inh,EPAC1 antag,IL-2 act,GLP1R cytotox,EPAC1 ag,PI5P4Ka inh
O=C(NCC(c1ccco1)N1CCN(c2ccccc2)CC1)C(=O)NC1CCCC1 (stereo not drawn),-4%,-10%,-2%,-6%,-4%,-0.4,5%,5%,-6
COc1ccc(NS(=O)(=O)c2cccc3nsnc23)cc1OC,12%,-28%,-8%,-3%,15%,4.4,-1%,4%,x
Cc1ccc(CN2[C@@H](c3ccccc3)COCCS2(=O)=O)cc1,u,-27%,2%,-12%,-10%,-2.4,u,1%,10
CCOC(=O)NNC(=O)CCn1c2c(c3ccccc31)CCCC2,u,i,-6%,3%,-2%,1.2,-6%,-7%,8
CC(C)Oc1ccc(C(=O)NCCCNC(=O)c2ccccn2)cc1,12%,i,7%,-18%,9%,0.4,2%,4%,1
O=C(NCc1ccccc1)C1CC(=O)N(C2CCCCCC2)C1 (stereo not drawn),7%,i,7%,-20%,-25%,0.9,10%,1%,3
Cc1ccc(NC(=O)CN(C)CC(=O)Nc2ccc3c(c2)OCO3)cc1,-13%,i,-3%,-6%,-2%,-3.5,-4%,7%,1
Cn1c(N)c(C(=O)CCl)c(=O)n(C)c1=O,21%,-17%,9%,u,14%,2.7,8%,-15%,1
CCc1nnc(NC(=O)CN2CCN(c3nc(-c4ccccc4)cs3)CC2)s1,-3%,i,-4%,-11%,-12%,4.5,6%,14%,x
O=C(CSc1nnc(-c2ccc(Br)cc2)n1CCc1ccccc1)NC1CCS(=O)(=O)C1 (stereo not drawn),-5%,-8%,7%,-14%,1%,-2.2,-9%,3%,1

(listing goes on)
Structure,GLP-1R inv ag,PTHR1 ag,GLP1R ag,PLK1 PBD inh,EPAC1 antag,IL-2 act,GLP1R cytotox,EPAC1 ag,PI5P4Ka inh
COc1ccc(-c2c(-c3cc(OC)cc(OC)c3)n(C)c3ccc(-c4ccc5cc[nH]c5c4)cc23)cc1,-11%,i,-4%,-1%,13%,3.2,u,-13%,0
NC(=O)CN1CCN(C(=O)Nc2ccccc2)CC1,11%,18%,-5%,-16%,-23%,-1.5,11%,-10%,0
Cc1ccccc1-c1nn(-c2ccc(F)cc2F)cc1CNCC(C)O (stereo not drawn),u,i,17%,-5%,-6%,-1.7,6%,10%,2
Cc1cn([C@H]2C[C@H](O)[C@@H](/C=C/C(=O)NCc3ccco3)O2)c(=O)[nH]c1=O,22%,0%,-3%,4%,0%,-0.2,0%,0%,4
OCC1(Cc2ccccc2Cl)CCN(C/C=C/c2ccccc2)CC1,10µM*,i,6%,-15%,-18%,0.5,-22%,-3%,1
O=C(Nc1nc2ccsc2c(=O)s1)c1ccc(Cl)cc1,13%,-28%,-2%,-5%,-1%,0.4,0%,0%,3
CC(C)c1ncc(S(=O)(=O)c2ccc(C(F)(F)F)cn2)c(N)n1,-8%,i,4%,1%,1%,0.8,-7%,-4%,-7
CCOC(=O)N1CCN(S(=O)(=O)c2ccc(OCC(=O)OC)c(Cl)c2)CC1,-26%,i,-5%,-2%,3%,1.9,7%,2%,x
Cc1ccc(N2CCN(C(=O)C(=O)c3ccc4c(c3)OCO4)CC2)cc1,22%,-8%,x,-16%,3%,3.0,-2%,-6%,-1
Cc1c(C)n2c(SCC(=O)NC3CCCCC3)nnc2[nH]c1=O,13%,i,2%,3%,5%,-0.8,2%,3%,-6

Other results follow.
Structure,GLP-1R inv ag,PTHR1 ag,GLP1R ag,PLK1 PBD inh,EPAC1 antag,IL-2 act,GLP1R cytotox,EPAC1 ag,PI5P4Ka inh
CC(C)(C)c1ccc(-c2nnc(SCC(=O)NCC3CCCO3)n2N)cc1 (stereo not drawn),-3%,-3%,-5%,-10%,5%,-2.6,7%,2%,3
CC(C)CC1NC(=O)N(CC(=O)N2CCCc3ccccc32)C1=O (stereo not drawn),10%,-1%,0%,-7%,17%,0.0,4%,5%,-8
COc1ccc(Nc2cc(C(=O)NC3CCCC3)c3ccccc3n2)c(OC)c1,9%&-21%,-38%&-11%[inhibitor],13%,-6%,-11%,-0.3,69%&-10%[activator],-27%,3
CCCCNC(=O)CCn1c(=O)c2ccccc2n(Cc2cccc(Cl)c2)c1=O,7%,-45%[inhibitor],0%,x,x,x,-2%,x,x
CC(C)c1ccc(NC(=O)c2ccccc2NC(=O)C2CC=CCC2C(=O)O)cc1 (stereo not drawn),19%,i,3%,-4%,-19%,-2.1,-12%,-16%,5
CCOCCCn1c(NN)nc2ccccc2c1=O,19%,-14%,12%,-10%,-2%,-0.4,4%,5%,3
Cc1ccc(-c2csc3nnc(SCc4csc(C)n4)n23)cc1,0%,-6%[57.5 µM],15%,-2%,5%,-1.3,3%,-2%,x
CN(C)c1ccc(C(=O)c2ccccc2)cc1,-5%,-12%[57.5 µM],6%,-1%,6%,-2.8,-14%,5%,-7
Cc1ccc2c(c1)N(CCC(=O)NC1CCCCC1)C(=O)CO2,-6%,i,-1%,-5%,9%,-0.7,-1%,3%,1
CCCNC(=O)c1ccc2c(=O)c(O)c(-c3ccsc3)[nH]c2c1,-3%,-7%,0%,-6%,-1%,-0.4,7%,21%,-14

The list continues:
Structure,GLP-1R inv ag,PTHR1 ag,GLP1R ag,PLK1 PBD inh,EPAC1 antag,IL-2 act,GLP1R cytotox,EPAC1 ag,PI5P4Ka inh
O=C(/C=C/c1ccc(Cl)cc1)NC(=S)Nc1ccc(C(=O)O)cc1,17%,-20%,7%,30µM*,2%,-0.3,2%,11%,-27
CN(CC(=O)NNC(=O)CNC(=O)c1cccs1)S(=O)(=O)c1ccc(Cl)cc1,u,-4%,1%,2%,-7%,-0.1,1%,-2%,3
COc1ccccc1CNc1ncccn1,5%,-13%,-6%,-16%,-1%,-0.7,-1%,0%,3
CC[C@H](C)[C@H](NC(=O)OCc1ccccc1)C(=O)OCC(=O)N1CCN(c2ccc(OC)cc2)CC1,u,-36%[inhibitor],4%,3%,-11%,-0.8,-13%,-2%,6
CCOc1ccc(Cn2nnc(C(=O)Nc3ccc(Cl)cc3)c2N)cc1,4%,-8%,0%,x,x,x,3%,x,x
Cc1ccc(CCNC(=O)CN(C)S(=O)(=O)c2ccc3c(c2)n(C)c(=O)c(=O)n3C)cc1,13%,i,3%,0%,-5%,-1.4,-7%,-13%,4
Fc1ccc(NC(=S)N2CCOCC2)c(F)c1,8%,i,-5%,-11%,-4%,-0.2,-7%,5%,-1
COCCN(C(=O)CNC(=O)c1cccs1)C(C(=O)NC1CCCCC1)c1ccco1 (stereo not drawn),-19%,-18%[57.5 µM],-5%,-5%,-2%,-0.6,-29%,2%,-1
CCOC(=O)C1(C)C=C(Nc2ccc(OC)cc2)C(=O)N1c1ccc(OC)cc1 (stereo not drawn),12%,-24%,-2%,2%,3%,1.6,-8%,-8%,-7
COc1ccc(CNC(=O)CCCn2ccc3cc(S(=O)(=O)N4CCCC4)ccc32)cc1,u,-26%&-28%,-1%,-9%,-23%,-4.3,-20%&-23%,5%,0

(further entries)
Structure,GLP-1R inv ag,PTHR1 ag,GLP1R ag,PLK1 PBD inh,EPAC1 antag,IL-2 act,GLP1R cytotox,EPAC1 ag,PI5P4Ka inh
CC(NC(=O)c1ccccc1NC(=O)c1ccco1)C(=O)O (stereo not drawn),4%,-2%[57.5 µM],-10%,-3%,u,-0.5,4%,0%,8
Cc1ccccc1/C=N/NC(=O)c1ccc(-n2cnnn2)cc1,u,i,3%,0%,-8%,0.4,2%,-13%,-2
CCOC(=O)c1c(Nc2ccc(OCC)cc2)nnc(-c2ccccc2)c1-c1ccccc1,-15%,i,6%,x,x,x,1%,x,x
CN(C(=O)COC(=O)C12CC3CC(CC(C3)C1)C2)c1c(N)n(Cc2ccccc2)c(=O)[nH]c1=O,26%,-9%,14%,-12%,6%,-3.9,10%,11%,-3
O=c1[nH]c2ccc(S(=O)(=O)N3CCN(C4CCCCC4)CC3)cc2[nH]c1=O,1%,-22%,14%,-3%,-8%,-2.6,15%,1%,x
CC[C@]12c3[nH]c4ccc(OC)cc4c3CCN1C(=O)C(CC(=O)NCc1ccco1)C[C@@H]2C(=O)N1CCN(C(=O)C2CC2)CC1 (stereo partly drawn),15%,-14%,-2%,-13%,-15%,0.0,0%,1%,-3
Cc1ccc(C(=O)Nc2c[nH]c(=O)[nH]c2=O)cc1,24%,i,-6%,-20%,1%,-0.3,-10%,0%,-11
O=C(Cn1ccc(NC(=O)OCc2ccccc2)nc1=O)NCc1ccccn1,15%,-1%,1%,-8%,-3%,0.1,-25%,-9%,-2
COc1ccc(CCNC(C)C(=O)Nc2ccc(S(N)(=O)=O)cc2)cc1 (stereo not drawn),-7%,i,5%,-7%,8%,6.8,-9%,1%,3
NC(=O)c1c(NC(=O)Cc2cccs2)sc2c1CCC2,1%,-79%[inhibitor][57.5 µM],17%,-5%,-10%,-0.3,-15%,0%,-29

Next part.
Structure,GLP-1R inv ag,PTHR1 ag,GLP1R ag,PLK1 PBD inh,EPAC1 antag,IL-2 act,GLP1R cytotox,EPAC1 ag,PI5P4Ka inh
CCCn1nc(C(=O)NNC(=O)CCCOc2ccc(C)cc2)c2ccccc2c1=O,-22%,i,-10%,-6%,-15%,0.4,-5%,-18%,-2
Cc1cccc(Nc2nnc(SCC(=O)Nc3cccc(S(=O)(=O)N4CCCCC4)c3)s2)c1,u,-22%,1%,u,-28%,-2.6,u,13%,-28
COc1ccc(C(C)=NOC(=O)c2c(-c3ccccc3Cl)noc2C)cc1CN1CCOCC1,u,-8%,12%,1%,12%,-4.0,-8%,15%,3
c1ccc(CCc2ccccc2-c2nc(-c3ccccn3)no2)cc1,-5%,-3%[57.5 µM],2%,-3%,5%,-0.8,-2%,-3%,3
COc1ccc(OC)c(NC(=O)CCCC(=O)NC2CCCCC2)c1,-1%,u,2%,-17%,-20%,-0.2,9%,16%,5
COc1ccc(NC(=O)CN(C)S(=O)(=O)c2cnc[nH]2)cc1OC,8%,i,0%,-2%,-8%,-1.7,-2%,8%,1
Cc1ccc(CN2CCNC(=O)C2CC(=O)N(C)C2CCCCC2)o1 (stereo not drawn),0%,i,6%,-13%,-15%,-1.5,12%,3%,-7
